OX1R antag-1 – antagonists of human orexin 1 receptor (OX1R); O43613; OX1R-expressing cells, FRET antagonist read-out; inhibition, % at 6.6 µM; 330,000 compounds, 1.8% hits; AID 485270; in the data active = inhibition mostly above about 38%, no sharp cut-off; inactive = mostly below about 40%;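 also: 0% = agonist challenge alone and 100% = reference antagonist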
Target sequence (O43613 whole entry, looked up): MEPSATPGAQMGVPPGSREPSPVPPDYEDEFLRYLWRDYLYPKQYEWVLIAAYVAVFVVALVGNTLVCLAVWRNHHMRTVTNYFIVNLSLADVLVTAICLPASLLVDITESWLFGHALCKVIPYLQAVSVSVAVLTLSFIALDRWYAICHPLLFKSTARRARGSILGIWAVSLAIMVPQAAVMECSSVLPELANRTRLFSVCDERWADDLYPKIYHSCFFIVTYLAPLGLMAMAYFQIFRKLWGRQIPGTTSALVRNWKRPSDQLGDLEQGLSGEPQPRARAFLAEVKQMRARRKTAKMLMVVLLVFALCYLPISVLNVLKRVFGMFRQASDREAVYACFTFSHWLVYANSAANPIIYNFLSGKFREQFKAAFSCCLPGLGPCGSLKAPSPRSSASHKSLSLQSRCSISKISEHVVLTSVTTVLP
OX1R antag-2 – blocks the human orexin 1 receptor; O43613; CHO/OX1R cells, Fluo-8 calcium fluorescence, orexin A; inhibition, % at 5 µM; 330,000 compounds, 0.43% hits; AID 434989;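 active = inhibition above its plate's threshold, mean inhibition of all tested compounds on the plate plus 3 SD, cut at about 37% in these data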;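 also: 0% = orexin A challenge wells and 100% = SB-334867-A antagonist wells; not every result past the cut was called active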
CHT allo act – human CHT allosteric activation; 310,000 compounds, 0.49% hits; CHT-expressing cells, membrane potential dye, choline EC20; active compounds read high; LV-AA mutant CHT in HEK293 cells; B-score at 10 µM;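 active = initial fluorescence not abnormally high and integrated response B-score, plate-corrected, over 3 SD above library mean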
Target sequence (Q9GZV3 whole entry, looked up): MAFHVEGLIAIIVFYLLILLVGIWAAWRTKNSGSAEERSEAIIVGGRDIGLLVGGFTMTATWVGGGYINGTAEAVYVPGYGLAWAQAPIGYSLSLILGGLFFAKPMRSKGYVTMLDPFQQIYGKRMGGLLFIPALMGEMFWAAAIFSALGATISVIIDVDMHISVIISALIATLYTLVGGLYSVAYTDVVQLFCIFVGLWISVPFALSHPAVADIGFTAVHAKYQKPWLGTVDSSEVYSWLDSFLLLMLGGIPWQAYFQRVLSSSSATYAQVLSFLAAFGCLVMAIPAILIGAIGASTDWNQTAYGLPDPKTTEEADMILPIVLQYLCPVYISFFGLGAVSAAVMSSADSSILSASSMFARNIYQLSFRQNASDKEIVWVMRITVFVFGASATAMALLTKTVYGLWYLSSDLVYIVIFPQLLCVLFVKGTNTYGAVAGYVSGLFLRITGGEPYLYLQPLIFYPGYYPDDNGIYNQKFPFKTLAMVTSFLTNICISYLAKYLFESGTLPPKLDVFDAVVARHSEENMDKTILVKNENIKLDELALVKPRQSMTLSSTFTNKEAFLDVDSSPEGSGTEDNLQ
* marks the source's active call; other numbers are inactive results; i = inactive; · = not tested or not shown.

Structure	OX1R antag-1	OX1R antag-2	CHT allo act
CCOC(=O)c1c(C)nc2sccn12	17	-11	i
Cc1cc(NC(=O)c2ccc(Cl)cc2)no1	-2	-3	i
CC(C)(C)C1CCc2sc(-c3nnc(CCl)o3)cc2C1 (stereo unspecified)	10	-7	i
O=C(CCN1CCN(c2ccccc2)CC1)Nc1nccs1	12	-2	i
CCOc1ccc(-c2cc(C(=O)N3CCN(C)CC3)c3ccccc3n2)cc1	10	-18	i
Nc1ccc[n+](CC(=O)c2ccccc2)c1	14	-4	i
COc1ccc(Br)cc1CN1CCCCCCC1	24	16	i
O=C(CNc1ccccc1)N/N=C/c1ccc([N+](=O)[O-])cc1	39	0	i
O=C(NCCN1CCOCC1)c1c[nH]c2ccc(S(=O)(=O)N3CCOCC3)cc2c1=O	19	-12	i
Cc1cc(C(=O)N/N=C/c2ccc(-c3ccc([N+](=O)[O-])cc3Cl)o2)n[nH]1	10	-17	i
FC(F)(F)c1ccc(C2[C@H]3CN(Cc4cccnc4)[C@H](c4ccccc4)C34CC2(c2ccccc2)C4)cc1 (stereo partly specified)	12	-45	i
Cn1c(=O)[nH]c(=O)c2c1nc(N1CCNCC1)n2CCOc1ccccc1	7	-18	i
CCn1ccnc1CN(C)C(=O)c1cc(COc2ccc(Cl)cc2OC)on1	17	-9	i
O=C(CCNS(=O)(=O)c1ccc(Br)cc1)NC1CCCCC1	0	-19	i
CC(C)(c1ccccc1)c1ccc(OCCCN2CCNCC2)cc1	20	0	i
Cc1cccc(OCc2nnc(SC(C)C(=O)O)n2Cc2ccccc2)c1 (stereo unspecified)	13	-25	i
CC1CCCN(S(=O)(=O)c2ccc(-c3ccc(=O)[nH]n3)o2)C1 (stereo unspecified)	13	-5	i
Cn1cc(/C=C(\NC(=O)c2ccccc2)C(=O)NCCCN2CCOCC2)c2ccccc21	-2	-3	i
CC(Sc1ccc(Cl)cc1)C(=O)Nc1ccccc1C(=O)N1CCOCC1 (stereo unspecified)	26	-20	i
COc1ccc(C(CCN2CCCC2)c2c(O)cc(OC)cc2OC)cc1 (stereo unspecified)	32	-22	i
CCN(CC(=O)NCc1ccc(Cl)cc1)C(=O)CSCC(=O)Nc1ccc(OC)cc1	3	-30	i
COc1ccc(N2C(=O)CC(N3CCN(c4ccc(S(=O)(=O)N5CCCC5)cc4)CC3)C2=O)cc1 (stereo unspecified)	9	-7	i
O=C(COC(=O)CNC(=O)c1ccco1)Nc1ncc(Cl)cc1Cl	4	0	·
CCOc1cc(CNc2cccc3[nH]c(C)nc23)ccc1OC	10	-19	i
CCCc1ccc(C(=O)NNc2cc(Cl)ccc2Cl)cc1	5	15	i
COc1ccc(/C=N/NC(=O)c2nc(Cl)c(Cl)c(N)c2Cl)cc1COc1ccccc1F	4	-4	i
CCOC(=O)CNC(=S)N(Cc1ccc(C)cc1)Cc1ccc(C)o1	12	-12	i
Cc1ccc(C)c(NC(=O)C2CCCC2)c1	3	-6	i
COc1ccc(-c2cc3nc(-c4ccccc4)cc(N4CCCC(O)C4)n3n2)cc1 (stereo unspecified)	28	-11	i
Cc1ccc(CNC(=O)C2CCCN(Cc3cnn(-c4ccccc4)c3-n3cccc3)C2)cc1 (stereo unspecified)	23	-26	i
C/C(=C/CCC(C)[C@H]1CC[C@@]2(C)C3=C(CC[C@]12C)[C@@]1(C)CCC(=O)C(C)(C)[C@@H]1CC3)C(=O)O (stereo partly specified)	5	-8	i
CCCn1c(=O)n(C)c(=O)c2c(SCC(=O)NC34CC5CC(CC(C5)C3)C4)nc(CC(C)C)nc21	18	-16	i

An excerpt of these results, field by field.
> Cc1ccc(CNC(=O)C2CCCN(Cc3cnn(-c4ccccc4)c3-n3cccc3)C2)cc1 (stereo unspecified)
  OX1R antag-1: 23	OX1R antag-2: -26	CHT allo act: i
> Cc1ccc(C)c(NC(=O)C2CCCC2)c1
  OX1R antag-1: 3	OX1R antag-2: -6	CHT allo act: i

Next compounds:
Structure	OX1R antag-1	OX1R antag-2	CHT allo act
CN(CCO)CC(O)CN(c1ccccc1)c1ccccc1 (stereo unspecified)	7	-3	i
CCc1sc(C(=O)Nc2nccs2)cc1C	27	-11	i
CCCCn1c(SCC(=O)c2ccc(OCC)cc2)nc2cc(S(N)(=O)=O)ccc21	-1	-8	i
COc1ccc(Br)c(C(=O)Nc2ccc(F)cc2)c1	0	-17	i
Cc1noc(C)c1C(=O)OC(C(=O)NC1CCCC1)c1ccc(F)cc1 (stereo unspecified)	10	-11	i
S=C(Nc1ccc2cn[nH]c2c1)Nc1ccccc1Cl	42	0	i
COc1ccc(-c2ccc3c(c2)c(C#Cc2ccsc2)c(-c2cc(OC)cc(OC)c2)n3C)cc1	11	21	·
CCOc1ccccc1CNC(=O)C(C)n1nc(C)c2c(C)n(-c3ccccc3)nc2c1=O (stereo unspecified)	12	-28	i
CCCN(CCC)C(=O)Cn1c(=O)n(CCCCC(=O)NCc2ccco2)c(=O)c2ccccc21	15	-36	i
COc1nc(N)nc(N)c1NS(=O)(=O)c1ccc(C)cc1	10	4	i
Cc1ccccc1NC(=O)c1sc2nc3c(c(-c4ccco4)c2c1N)CCC3	65	5	i
O=C(O)c1cccc(Cn2c(Cl)c(/C=N/NC(=O)c3ccc(O)cc3)sc2=O)c1	8	1	i
Cn1nc(C(C)(C)C)c(NC(=O)c2cccs2)c1C(C)(C)C	21	-14	i
O=S(=O)(c1ccc(N2CCN(Cc3ccc4c(c3)OCO4)CC2)nc1)N1CCOCC1	12	-24	i
CC1CCN(S(=O)(=O)c2ccc(NC(=O)Cc3cccs3)cc2)CC1	2	-14	i
CCCCNC(=O)Nc1ccccn1	5	-12	i
CC(C)COc1ccc(C(=O)OCCN2CCOCC2)c(O)c1	0	-17	i
COc1ccc(S(=O)(=O)N2CCCCCC2)cc1C(=O)OCC(=O)NC(N)=O	-3	-22	i
c1ccc(SCCCCNC2CCCC2)cc1	5	-20	i
COc1cc(/C=C/C(=O)OCC(=O)Nc2cc(S(=O)(=O)N3CCCC3)ccc2Cl)cc(OC)c1OC	2	-13	·
COc1ccc(CN(C)Cc2cc(=O)oc3cc(C)c(C(C)C)cc23)cc1OC	29	-32	i
CC1CN(Cc2nc3c(c(=O)n(C)c(=O)n3C)n2CCc2ccccc2)CC(C)O1 (stereo unspecified)	8	-19	i
O=C(CN1C(=O)COc2ccc(Cl)cc21)Nc1nccs1	3	-17	·
COCCCNC(=O)CCNS(=O)(=O)c1ccc(C)cc1	12	-3	i
Cc1cc(C)nc(SC(C)C(=O)N/N=C/c2cccs2)n1 (stereo unspecified)	10	-11	i
O=C(OCC(=O)N1CCCCCC1)c1ccc(Br)c(S(=O)(=O)N2CCOCC2)c1	7	-12	·
NS(=O)(=O)c1cccc(NC(=O)c2cccc3c(Br)cccc23)c1	9	-15	i
CC(C)C[C@@H](C)C(=O)N(Cc1ccccc1)c1ccccc1	10	-26	·
CCOC(=O)c1ccc(NC(=O)CCOc2ccc(OC)cc2)cc1	7	-10	i
COCCn1c(C)cc(C(=O)COC(=O)c2ccccc2Br)c1C	9	-19	i
C=CCc1cccc2cc(C(=O)Nc3cccc(C(=O)O)c3)c(=O)oc12	1	-16	i
CCN(CC)S(=O)(=O)c1ccc(C)c(NS(=O)(=O)c2cc(/C=C/C(=O)O)cc(OC)c2OC)c1	15	-14	i
Cn1c(C(=O)NC2CC2)cc2c(=O)n(C)c3ccccc3c21	9	-24	i
CCOC(=O)Cc1cnc(NC(=O)NC(C(=O)OCC)(c2ccccc2)C(F)(F)F)s1 (stereo unspecified)	5	-17	i
O=C(Cc1cccs1)N1CCN(c2ccccn2)CC1	14	-2	i
O=C(Cn1nnc2ccccc21)c1ccc([N+](=O)[O-])cc1	40	-1	i
Cc1ccc(CCNC(=O)CCc2nc3ccccc3[nH]2)cc1	8	-9	i
O=C(CNC(=O)c1ccco1)OCC(=O)c1ccccc1Cl	5	-10	i
O=C(NC1CCSc2ccccc21)c1cc(S(=O)(=O)N2CCOCC2)ccc1Cl (stereo unspecified)	16	-29	i
CCOc1cc(NC(=O)c2cccs2)c(OCC)cc1NC(=O)c1ccco1	27	-7	i
CCc1ccc(C(=O)COC(=O)C(Cc2ccccc2)NC(=O)C2CCC(C)CC2)cc1 (stereo unspecified)	17	-18	i
CC(=O)c1cccc(NC(=O)c2sc3nc4n(c(=O)c3c2C)CCCC4)c1	6	-25	i
O=C(Nc1ccccc1N1CCN(C(=O)c2ccccc2)CC1)c1ccc(Cl)cc1	12	-34	i
C[C@H](NC(=O)Cc1ccccc1)C(=O)N1CCC2(CC1)NCCc1[nH]cnc12	-4	7	i
CCN(C(=O)CN1CCCCCC1)c1c(N)n(Cc2ccccc2)c(=O)[nH]c1=O	8	-19	·
O=[N+]([O-])c1cc(F)c2cccnc2c1O	25	-7	i
CN(CC(=O)NCC1CCCCC1)CC(=O)Nc1ccccc1Br	12	-5	·
COc1ccc(OC)c(NC(=O)CC2C(=O)NCCN2C(=O)c2ccccc2)c1 (stereo unspecified)	19	-11	i
CCOc1ccc(NC(=O)CCC(=O)NNC(=O)Nc2cccc(Cl)c2)cc1	5	-9	i
CCN(CCS(=O)(=O)c1ccc(Cl)cc1)Cc1nc2ccccc2c(=O)[nH]1	6	-22	·
Cc1ccc2nc(SCC(=O)Nc3cccnc3Cl)[nH]c2c1	2	-8	·
COc1ccc(-c2noc(C(=O)NCc3ccccc3Cl)n2)cc1OC	21	-28	i
CCOC(=O)CCCNC(=O)CN1C(=O)NC(CCc2ccccc2)C1=O (stereo unspecified)	11	6	i
CCOC(=O)N1CCN(CCC(=O)Nc2ccc(Br)cc2)CC1	2	-18	i
O=C(NC(Cc1c[nH]c2ccccc12)C(=O)Nc1ccc(F)cc1)c1cccs1 (stereo unspecified)	8	-12	i
CCc1ccc2oc(C(=O)N3CCN(C)CC3)cc(=O)c2c1	5	3	i

Next part:
Structure	OX1R antag-1	OX1R antag-2	CHT allo act
Cn1c(/C(C#N)=C/c2cccc(O)c2)nc2ccccc21	28	-23	i
Cc1ccc(/C=C/C(=O)Nc2nnc(C)s2)o1	14	-7	i
CCc1cc2ccccc2nc1SCC(=O)NC1CCCC1	12	-25	i
COc1ccc(OC)c(-c2nnc(NC(=O)C(C)Sc3nncn3C)s2)c1 (stereo unspecified)	13	-25	i
CCc1nnc(NC(=O)c2cc(-c3ccc(C)o3)nc3ccccc23)s1	6	-32	·
CSCCC(NC(=O)c1cc(C)oc1C)C(=O)O (stereo unspecified)	8	-3	i
CCCNC(=O)CCC(=O)Nc1ncc(-c2ccc(C)cc2)n1C	2	-5	i
COCC(=O)Nc1cc(C(=O)NCC(C)C)ccc1Cl	6	32	i
COC(=O)C1=C(C)N(CC2CC2)C(=NCc2cc(OC)c(OC)c(OC)c2)N[C@H]1c1ccccc1	24	-18	i
COc1cc(OC)cc(C(=O)NCCCCNC(=O)c2cc(OC)cc(OC)c2)c1	13	-3	i
CCOC(=O)Cn1c(=O)oc2cc(S(=O)(=O)N(C)Cc3ccccc3)ccc21	14	4	i
CCOC(=O)c1cc(C)sc1NC(=S)Nc1ccccc1	25	-33	i
CC(=O)N1CCCc2cc(S(=O)(=O)N3CCCC(C)C3)ccc21 (stereo unspecified)	0	-19	i
CCOC(=O)c1sc(NC(=O)CCN2CCN(C)CC2)c(C(=O)OCC)c1C	26	-37	i
Cc1ccc(NC(=O)c2sccc2C)cc1S(=O)(=O)N(C)C	17	-16	i
CS(=O)(=O)N(CC(=O)N1CCCC1)c1ccc2c(c1)OCCO2	-2	-4	i

Record cards, from the list above. Order of values: OX1R antag-1 | OX1R antag-2 | CHT allo act
Listed for `CC(=O)N1CCCc2cc(S(=O)(=O)N3CCCC(C)C3)ccc21` (stereo unspecified) : 0 | -19 | i
Listed for `CS(=O)(=O)N(CC(=O)N1CCCC1)c1ccc2c(c1)OCCO2` : -2 | -4 | i

The listing continues:
Structure	OX1R antag-1	OX1R antag-2	CHT allo act
O=C(O)C1[C@H]2C(=O)N(Cc3cccs3)C[C@]23C=C[C@H]1O3 (stereo partly specified)	3	-9	i
Cc1cc(C(=O)OCC(=O)NCc2ccc(F)cc2)c2ccccc2n1	15	-14	·
CCCCn1c(N)c(N(CC)C(=O)c2cccc(S(=O)(=O)N3CCCc4ccccc43)c2)c(=O)[nH]c1=O	9	-13	i
OC(CNCCc1ccc(Cl)cc1)COCc1ccco1 (stereo unspecified)	14	-17	i
COc1ccccc1N1CCN(S(=O)(=O)CCNC(=O)c2ccc(Br)o2)CC1	15	-54	i
CCCc1cc(=O)oc2c3c(cc(OCC(=O)NCc4ccncc4)c12)OC(C)(C)CC3	12	-30	i
CCn1c(=O)c(C(=O)NC(C)C)c(O)c2ccccc21	25	-14	i
CCn1c(CC(=O)Nc2ccccc2C)nnc1SCC(=O)NC1CCCC1	13	-3	i
Cc1cc(C)n2c(Nc3ccc4c(c3)OCCO4)c(-c3ccccc3)nc2n1	20	-34	11*
COc1ccc(CC(C)N2CCN(Cc3ccccc3)CC2)cc1OC (stereo unspecified)	12	-31	i
COc1ccc2cc(C(=O)c3ccccc3)c(=O)oc2c1	18	-13	i

Assay outcomes deposited in PubChem by several laboratories.

This is a random part of the collection (roughly 2.5% active in at least one column).
